Screening results as filed in PubChem.
LAP4 TOR yeast: modulators of TOR pathway LAP4-GFP in S. cerevisiae; S. cerevisiae LAP4-GFP multiplex, flow cytometry GFP, 3 h; median GFP as percent of DMSO wells; GFP response vs DMSO, % at 10 µM; hit rate 0.34% among 320,000; AID 2023;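 active = GFP response vs DMSO above a set limit, about the screen mean plus 3 SD, cut at about 150% in these data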
RPL19A TOR yeast: alters RPL19A-GFP fluorescence in TOR pathway yeast screen | S. cerevisiae RPL19A-GFP strain, flow cytometry, 3 h; stronger effect = lower value | percent response vs DMSO, % at 10 µM | hit rate 0.3% among 330,000;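 active = percent response vs DMSO below 50%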;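 note: median channel GFP fluorescence of the barcoded RPL19A-GFP strain; ratio of sample median GFP to plate DMSO average so 100% = DMSO; lower means less RPL19A-GFP as with rapamycin TOR inhibition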
proCasp7 act: activates human procaspase-7, counter-screen for procaspase-3 activators; P55210; recombinant procaspase-7, Ac-DEVD-pNA absorbance 405 nm; D23A/D198A/D206A triple mutant, cannot self-cleave; scale: DMSO 0, 5 µM enzyme 100; activation, % at 8.5 µM; hit rate 0.093% among 330,000; AID 463210;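 active = percent activation above the screen-wide mean plus 3 SD, cut at about 25% in these data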
Target sequence (P55210 whole entry D23A/D198A/D206A): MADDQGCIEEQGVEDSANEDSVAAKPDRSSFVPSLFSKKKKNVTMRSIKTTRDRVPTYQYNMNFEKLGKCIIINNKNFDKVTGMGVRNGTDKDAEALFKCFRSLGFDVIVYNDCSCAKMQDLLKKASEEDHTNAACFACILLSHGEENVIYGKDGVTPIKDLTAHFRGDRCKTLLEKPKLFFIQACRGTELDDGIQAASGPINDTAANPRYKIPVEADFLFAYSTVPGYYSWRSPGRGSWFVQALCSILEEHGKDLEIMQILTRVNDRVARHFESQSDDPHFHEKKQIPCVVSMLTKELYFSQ
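Assay system: Uncleavable procaspase-7 mutant enzyme | Input: 2 µM procaspase-7 mutant as dispensed | Timing: 1 h compound preincubation, 2 h substrate cleavage, 25 °C | Repeats: One well per compound | Control set: DMSO wells as 0%, DMSO with 5 µM added PC-7 as 100% | Technique: Epi-absorbance of released pNA at 405 nm, two timepoints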
MEP2-GFP yeast: yeast TOR pathway MEP2-GFP modulation. GFP response vs DMSO, % at 10 µM. S. cerevisiae MEP2-GFP strain, flow cytometry GFP, 3 h; 100% = DMSO control level. hit rate 0.51% among 330,000;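 active = GFP response versus DMSO above a set limit, roughly screen mean plus 3 SD, cut at about 180% in these data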;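 note: median GFP fluorescence of the barcode-gated MEP2-GFP cells per well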
CIT2-GFP yeast: yeast TOR pathway CIT2-GFP modulation | S. cerevisiae CIT2-GFP strain, flow cytometry, 3 h; 100 means same as DMSO wells | GFP response vs DMSO, % at 10 µM | hit rate 0.065% among 320,000;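 active = GFP response relative to DMSO above a set limit, near the screen mean plus 3 SD, cut at about 150% in these data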;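 note: ratio of well median GFP fluorescence to mean of DMSO wells on the plate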
AGP1 TOR yeast: alters AGP1-GFP fluorescence in TOR pathway yeast screen; S. cerevisiae AGP1-GFP multiplex flow cytometry, 3 h; GFP as percent of DMSO wells; GFP response vs DMSO, % at 10 µM; hit rate 0.02% among 320,000; AID 2066;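 active = GFP response relative to DMSO above a set limit, near screen average plus 3 SD, cut at about 150% in these data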;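 note: median GFP channel fluorescence of the gated AGP1 strain per well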
procasp3 activ: activators of human procaspase-3. recombinant procaspase-3 D3A, Ac-DEVD-pNA absorbance 405 nm. activation, % at 8.5 µM. hit rate 0.11% among 330,000;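 active = activation above the mean of all tested compounds plus 3 SD, cut at about 21% in these data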;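 note: 0% = DMSO alone and 100% = DMSO wells spiked with extra 5 µM PC-3 D3A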
Target sequence (P42574 whole entry D9A/D28A/D175A): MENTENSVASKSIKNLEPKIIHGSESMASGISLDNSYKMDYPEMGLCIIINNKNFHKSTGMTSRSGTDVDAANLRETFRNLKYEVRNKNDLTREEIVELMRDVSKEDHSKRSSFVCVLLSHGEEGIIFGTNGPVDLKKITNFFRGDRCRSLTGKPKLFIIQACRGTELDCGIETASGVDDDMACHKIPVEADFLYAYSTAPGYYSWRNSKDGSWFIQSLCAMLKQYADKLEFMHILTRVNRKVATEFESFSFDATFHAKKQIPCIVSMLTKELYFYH
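Evaluation: percent activation relative to control range; Material: Procaspase-3 D3A mutant, all three cleavage aspartates alanine; Compound: single dose, 8.5 µM nominal compound, 0.8% DMSO; Replication: one well per compound; Signal: absorbance at 405 nm, 0 and 120 min; Schedule: 1 h preincubation plus 2 h reaction at 25 °C.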
AHR act: human AHR activation. P35869. AHR-responsive luciferase reporter cells, luminescence. activation, % at 5 µM. hit rate 2.5% among 320,000. AID 2796; in the data active = activation above about 47%;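 note: 0% = vehicle wells and 100% = reference agonist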
Numbers without * were called inactive; / = no result given.

SMILES	LAP4 TOR yeast	RPL19A TOR yeast	proCasp7 act	MEP2-GFP yeast	CIT2-GFP yeast	AGP1 TOR yeast	procasp3 activ	AHR act
NNc1ccc(S(=O)(=O)N2CCCCC2)cn1	103	98	-2	95	101	102	7	5
Cc1ccc(NC(=O)COC(=O)C2CC2C)c(S(=O)(=O)N2CCCCC2)c1 (stereo unspecified)	94	93	0	96	94	94	-8	0
CC1CCc2nc3ccc(S(=O)(=O)N4CCC(C(=O)N5CCCCC5)CC4)cc3c(C(=O)O)c2C1 (stereo unspecified)	100	100	2	104	103	105	-6	-1
CCOC(=O)N1CCN(C(=O)C2CCC(=O)N(Cc3cccc(C(F)(F)F)c3)C2)CC1 (stereo unspecified)	80	100	-9	129	/	88	-2	-2
CCOC(=O)N1CCC(NC(=O)c2cc(C(=O)NCC(OC)OC)ccc2CO)CC1	96	98	13	99	103	104	4	-1
CC(OC(=O)c1ccco1)C(=O)NC1CCCC1 (stereo unspecified)	88	98	9	93	91	85	1	4
N/C(=N\OC(=O)c1cccs1)c1cccc(Br)c1	104	89	1	90	77	72	5	20
COc1cc(NC(=O)CSc2ncnc3c2cnn3Cc2ccccc2)cc(OC)c1	97	104	4	103	94	104	2	0
Cc1ccc(/C=N/n2c(C3CCCCC3)n[nH]c2=S)cc1	90	108	-1	105	98	97	-3	-1
COc1ccc(-c2nc(C#N)c(NCc3ccc(F)cc3)o2)cc1OC	100	99	0	104	96	97	4	8
CCOC(=O)/C(C#N)=N/Nc1ccc(S(=O)(=O)Nc2cc(OC)nc(OC)n2)cc1	103	90	-9	92	98	97	-16	-1
CC(Sc1nnc(-c2cccs2)n1-c1ccccc1)C(=O)NCc1ccc2c(c1)OCO2 (stereo unspecified)	98	/	-1	104	106	106	-2	3
CC(C)OC(=O)CSc1nc(Cc2ccccc2)nc2ccccc12	95	93	1	93	100	88	12	0
COc1ccc(OC)c(Nc2cc3ccccc3c(=O)[nH]2)c1	102	98	-6	97	99	85	-3	21
CC1=C(C(=O)OCc2ccccc2)C(c2ccc(Cl)cc2)NC(=O)N1C (stereo unspecified)	94	101	6	100	101	101	-2	3
CC(c1ccncc1)C(C)c1ccncc1 (stereo unspecified)	95	101	0	103	94	102	2	-2
O=C1CN(C(=O)c2cc(F)cc(F)c2)c2ccccc2N1	93	94	3	89	97	92	-2	-2
O=C(c1cc(-c2ccc(Br)cc2)on1)N1CCOCC1	100	96	2	102	97	96	-1	-5
Cc1nn(-c2ccccc2)c(Cl)c1/C=N/NC(=O)c1ccco1	112	104	-5	97	90	98	5	3
Cc1nn(Cc2c(F)c(F)c(F)c(F)c2F)c(C)c1NC(=O)c1ccc(COc2cc(Cl)ccc2Cl)cc1	106	97	2	94	96	102	6	18
CC(=O)c1ccc(N2CCN(C(=O)c3cc4c(C)nc5ccccc5c4o3)CC2)cc1	93	94	5	124	99	90	4	1
Cn1c(NC(=O)c2cccc(C(F)(F)F)c2)cc(=O)n(C)c1=O	108	99	10	100	101	101	5	136*
Cc1ccc(S(=O)(=O)NCCC(=O)Nc2ccc(S(=O)(=O)NC(C)C)cc2)cc1	112	103	-1	110	105	104	5	0
CCc1nc(Sc2nc(C)cc(C)n2)c2oc3ccccc3c2n1	109	/	-1	114	101	98	14	37
CC(=O)Nc1ccc(CN2CCC(Oc3ccc(C(=O)N4CCCC4)cc3)CC2)cc1	104	108	-13	114	109	105	-6	3
CCc1ccc(C(=O)COC(=O)C2=NN(c3ccccc3)C(=O)CC2)cc1	99	92	6	88	91	94	4	5
CCCc1ccc(OCCNC(=O)CC)cc1	78	116	-4	93	80	81	4	2
CCOC(=O)C1(Cc2ccccc2Cl)CCN(S(C)(=O)=O)CC1	103	92	2	100	81	96	13	1
Cc1ccc(S(=O)(=O)C2(C(=O)NC3CCCC3)CC2)cc1	108	92	11	92	81	89	0	0
CC(C)(ONC(=O)Nc1ccccc1Cl)C(=O)O	121	105	1	105	101	112	6	-1
Cc1cc2[nH]c(=O)cc(-c3ccccc3)n2n1	90	102	4	103	100	96	-1	1
c1ccc(CSc2nnc(-c3ccccn3)n2-c2ccccc2)cc1	104	98	6	101	92	94	-4	3
CCNc1nc(Cl)nc(NNC(=O)C(C)Oc2ccccc2)n1 (stereo unspecified)	105	106	10	107	103	106	-3	6
Cc1ccccc1NC(=O)c1c(C)[nH]c(=S)c(C#N)c1-c1ccc(Cl)cc1	96	99	-20	94	115	110	-24	3
Cc1ccc(S(=O)(=O)NCC(=O)N2CCN(S(=O)(=O)c3ccc(Cl)cc3)CC2)cc1C	102	100	14	104	95	110	-1	6
NC(=O)c1cc(Cl)ccc1OCC(=O)N1CCCc2ccccc21	102	104	-2	102	105	111	0	10
O=C(Nc1ccc(Cc2ccncc2)cc1)c1ccc(S(=O)(=O)N2CCOCC2)cc1	92	92	9	100	89	104	7	2
C=CCSC1=C(C#N)C(c2cccc(OC)c2)CC(=O)N1 (stereo unspecified)	107	99	-12	98	99	101	-14	0
CC1=NN2C(=N)/C(=C\c3ccc(SCc4ccccc4)o3)C(=O)N=C2S1	105	104	-3	106	100	101	-8	7
Cn1c(SCC(=O)N2CCOCC2)nnc1-c1ccc(NC(=O)c2ccccc2F)cc1	96	98	7	103	96	102	5	0

The list goes on, starting with the last 5 of the part before.
SMILES	LAP4 TOR yeast	RPL19A TOR yeast	proCasp7 act	MEP2-GFP yeast	CIT2-GFP yeast	AGP1 TOR yeast	procasp3 activ	AHR act
NC(=O)c1cc(Cl)ccc1OCC(=O)N1CCCc2ccccc21	102	104	-2	102	105	111	0	10
O=C(Nc1ccc(Cc2ccncc2)cc1)c1ccc(S(=O)(=O)N2CCOCC2)cc1	92	92	9	100	89	104	7	2
C=CCSC1=C(C#N)C(c2cccc(OC)c2)CC(=O)N1 (stereo unspecified)	107	99	-12	98	99	101	-14	0
CC1=NN2C(=N)/C(=C\c3ccc(SCc4ccccc4)o3)C(=O)N=C2S1	105	104	-3	106	100	101	-8	7
Cn1c(SCC(=O)N2CCOCC2)nnc1-c1ccc(NC(=O)c2ccccc2F)cc1	96	98	7	103	96	102	5	0
CCN1CCN(Cc2ccc(NC(=O)c3ccc(C)c(NC(=O)c4ccnnc4)c3)cc2C(F)(F)F)CC1	127	99	0	92	83	78	-2	4
COc1ccccc1NS(=O)(=O)c1cccc(C(=O)NNC(=O)c2ccc(O)c(Cl)c2)c1	112	98	8	101	98	108	3	0
CC(C)COc1ccc(CSCCNC(=S)Nc2ccccc2)cc1	87	92	-2	89	88	86	-3	-1
O=C(OCCN(C1=NS(=O)(=O)c2ccccc21)c1ccccc1Cl)c1ccc(Cl)cc1	101	100	-2	98	/	101	-3	0
CCOC1=C/C(=C/c2c(N)n3nc(CC(=O)N4CCCCC4)sc3nc2=O)C=CC1=O	81	101	-1	106	109	104	11	2
Cc1cccc(-c2nnc3n2N=C(c2ccccc2Br)CS3)c1	105	99	13	102	98	103	-9	1
COCCN(C(=O)CNC(=O)c1ccco1)C(C(=O)NC1CCCCC1)c1cccc(OC)c1 (stereo unspecified)	98	99	-5	95	89	95	0	-1
CCn1cc(/C=N/NS(=O)(=O)c2ccc(C)cc2)c(C)n1	98	99	-2	105	104	107	-3	1
O=C(NCc1ccc(F)cc1)C1CCCN(C(=O)Nc2ccc(F)cc2)C1 (stereo unspecified)	103	101	5	105	102	107	2	-2
O=C(CN1CCN(CC(=O)Nc2ccccc2Cc2ccccc2)CC1)Nc1ccccc1Cl	96	100	14	108	104	99	-4	1
Cc1cc(C)n2nc(C(=O)N/N=C/c3cn(C)nc3C)nc2n1	108	98	1	96	93	108	-3	0
Cc1c(-c2cc(C(=O)O)no2)cnn1C	114	97	-7	110	93	102	6	19
O=[N+]([O-])c1ccc(OCn2cncn2)cc1	107	115	-4	102	104	108	4	0
O=C(NC(=S)Nc1nc(-c2ccc([N+](=O)[O-])cc2)cs1)c1ccco1	100	103	-4	96	105	103	-6	-10
COc1ccccc1C(=O)Nc1nnc(S(=O)(=O)N2CCC(C)CC2)s1	92	98	0	93	94	95	2	11
Cc1ccc[n+](CC(=O)c2ccc(NC(=O)c3ccccc3)cc2)c1	95	98	-8	106	95	96	-7	-5
O=C(CCn1c(=S)oc2ccccc21)N1CCCCC1	92	106	16	100	100	99	5	6
COc1ccc([N+](=O)[O-])cc1N(CC(=O)NC(C(C)C)C(C)C)S(C)(=O)=O	104	99	-3	101	95	98	-2	1
COc1ccccc1NC(=O)Cn1ccn(-c2cccc3ccccc23)c(=O)c1=O	105	102	2	104	108	108	-3	0
CC(C)[C@H](NC(=O)c1ccccc1F)C(=O)OCC(=O)NC1CC1	97	101	7	103	101	99	3	-2

Molecules from the list above that have a nitro group on carbon:
SMILES	LAP4 TOR yeast	RPL19A TOR yeast	proCasp7 act	MEP2-GFP yeast	CIT2-GFP yeast	AGP1 TOR yeast	procasp3 activ	AHR act
O=[N+]([O-])c1ccc(OCn2cncn2)cc1	107	115	-4	102	104	108	4	0
O=C(NC(=S)Nc1nc(-c2ccc([N+](=O)[O-])cc2)cs1)c1ccco1	100	103	-4	96	105	103	-6	-10
COc1ccc([N+](=O)[O-])cc1N(CC(=O)NC(C(C)C)C(C)C)S(C)(=O)=O	104	99	-3	101	95	98	-2	1

Next results follow.
SMILES	LAP4 TOR yeast	RPL19A TOR yeast	proCasp7 act	MEP2-GFP yeast	CIT2-GFP yeast	AGP1 TOR yeast	procasp3 activ	AHR act
O=C(NC1CCCCNC1=O)c1ccccc1 (stereo unspecified)	87	93	0	88	94	102	2	2
COc1ccc(S(=O)(=O)NCCC(=O)OCC(=O)NC2CC2)cc1	101	102	8	101	105	101	-1	1
CC(C)(C)c1ccc(S(=O)(=O)N2CCN(CC(O)CN3CCOCC3)CC2)cc1 (stereo unspecified)	94	100	12	103	107	101	7	-1
COc1cccc(CNC(=O)C2Cc3ccccc3CN2C(C)=O)c1 (stereo unspecified)	93	107	1	102	108	107	-4	1
CC(=O)c1cccc(NC(=O)C2C3C=CC(C4CC34)C2C(=O)O)c1 (stereo unspecified)	99	102	6	102	101	101	2	3
COc1cc(C(=O)N2CCCc3ccccc32)c([N+](=O)[O-])cc1OC	92	102	-3	100	99	100	-1	1
COc1ccc(NC(=O)c2cc([N+](=O)[O-])ccc2N2CCCCC2)cc1	114	106	-9	110	100	100	-1	5
CC1(C)CSC(=NCc2ccccc2)N1C(=O)c1cccc([N+](=O)[O-])c1	95	103	6	103	109	105	9	-1
CCCC[C@H]1COCCS(=O)(=O)N1Cc1ccccc1F	78	90	-11	102	90	96	4	-2
O=C(Nc1c(C(=O)C2CC2)oc2ccccc12)c1ccc(Cl)cc1	98	101	10	99	103	102	-4	13
Cc1ccc(N/C=C(\[N+](=O)[O-])S(=O)(=O)c2ccccc2)cc1	86	91	5	92	/	89	-3	-2
CCCCNC(c1ccccc1)c1ccncc1 (stereo unspecified)	103	103	10	106	100	108	8	-2
Cc1cccc(-c2cc(C(=O)Nc3ccc4c(c3)OCCO4)c3ccccc3n2)c1	97	100	11	101	96	98	4	1
COc1cc(OC)c(CN2CCC(Cc3ccccc3)CC2)cc1Br	89	99	-5	111	105	98	6	-1
CCC(C)[C@H](NC(=O)NCCCn1ccnc1)C(=O)OC (stereo partly specified)	89	101	0	101	99	97	-2	0
CC1CCN(C(=O)COC(=O)c2cc3ccccc3oc2=O)CC1	87	98	-7	92	105	98	8	0
O=[N+]([O-])c1ccc(N2CCOCC2)c(S(=O)(=O)N2CCOCC2)c1	93	106	-15	108	99	103	1	-4
